MPTP block: mitochondrial permeability transition pore inhibitors, primary screen, biochemical, isolated mouse mitochondria, absorbance; Ca2+ swelling absorbance, 30 min; inhibition, % at 10 µM; 360,000 tested, 1.4% active;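 active means inhibition of 50% or more, scaled per plate between neutral and stimulator controls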;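 further: 0% = DMSO wells given calcium and 100% = 1 mM EGTA wells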
The depositor's hits bear a star.

Results for CN(C)c1ccc(N=Nc2nccs2)cc1 ?
MPTP block: 39.5

How did CC(Sc1nnc(C(C)Oc2ccc(F)cc2)o1)C(=O)NCc1ccc2c(c1)OCO2 (stereo unspecified) do in these assays?
MPTP block: -2.4

What do the screens show for `Nc1ccccc1-n1nc2ccc3ccccc3c2n1`?
MPTP block: 0.8

Results for C[C@H](CO)N1C[C@H](C)[C@@H](CN(C)C(=O)c2cc(-c3ccccc3)on2)OCc2cnnn2CCCC1=O ?
MPTP block: 0.0

Results for CCc1ccc(C(O)c2ncc(-c3ccc(Cl)cc3)[nH]2)cc1 (stereo unspecified) ?
MPTP block: 9.7

What do the screens show for `CCOC1=C2[C@H](c3cccc(Cl)c3)N(S(=O)(=O)c3ccc(C)cc3)C[C@H]2n2c(=O)n(-c3ccccc3)c(=O)n2C1`?
MPTP block: -0.2

Results for COCCCn1cc(CN2CC(N3CCN(Cc4cccc(C)c4)CC3)CS2(=O)=O)nn1 (stereo unspecified) ?
MPTP block: -1.8

What do the screens show for `COc1cccc(CCNC(=O)c2cc(COc3cccc(OC)c3)on2)c1`?
MPTP block: 0.5

What do the screens show for `C=CCN(c1ccccc1OC)S(=O)(=O)c1ccc(Cl)c(C(=O)NCc2ccco2)c1`?
MPTP block: 1.2

What do the screens show for `COc1ccc2nc(N(CCN(C)C)C(=O)c3ccc4ncsc4c3)sc2c1`?
MPTP block: 1.0

Pulled by compound from the list above, 4 records:
Results for COCCCn1cc(CN2CC(N3CCN(Cc4cccc(C)c4)CC3)CS2(=O)=O)nn1 (stereo unspecified) ?
MPTP block: -1.8

How did CC(Sc1nnc(C(C)Oc2ccc(F)cc2)o1)C(=O)NCc1ccc2c(c1)OCO2 (stereo unspecified) do in these assays?
MPTP block: -2.4

What do the screens show for `CCOC1=C2[C@H](c3cccc(Cl)c3)N(S(=O)(=O)c3ccc(C)cc3)C[C@H]2n2c(=O)n(-c3ccccc3)c(=O)n2C1`?
MPTP block: -0.2

Results for C[C@H](CO)N1C[C@H](C)[C@@H](CN(C)C(=O)c2cc(-c3ccccc3)on2)OCc2cnnn2CCCC1=O ?
MPTP block: 0.0

(more compounds)
How did CN1CCCC(C)(C(=O)Nc2ccc3scnc3c2)C1 (stereo unspecified) do in these assays?
MPTP block: 0.0

What do the screens show for `COCCCNC(=O)[C@H](Cc1ccccc1)NC(=O)CC[C@H]1O[C@@H](n2ccc(=O)[nH]c2=O)[C@H](O)[C@@H]1O`?
MPTP block: -0.8

Results for CCCCC[C@H](C)N1C[C@@H](COCc2ccccc2)Oc2cc(N3CCC[C@H]3CO)ccc2S1(=O)=O ?
MPTP block: 0.3

How did c1ccc2c(C3OCC4(CCCCC4)CO3)cccc2c1 do in these assays?
MPTP block: -1.1

Results for CCCS(=O)(=O)NC(=O)C1(C)CCN(C(=O)c2cc(OC)c(OC)c(OC)c2)C1 (stereo unspecified) ?
MPTP block: -2.7

What do the screens show for `Cc1ccc(CN2C(=O)CSCC2(C)C(=O)NC(C)C)cc1` (stereo unspecified)?
MPTP block: 0.3

Results for NS(=O)(=O)c1ccc(NC(=O)CCC(=O)O)cc1 ?
MPTP block: -3.1

What do the screens show for `O=C(c1cccc(-c2cncc3nccn23)c1)N1CCOCC1`?
MPTP block: -1.0

What do the screens show for `O=C(/C=C/[C@H]1O[C@@H](n2cnc3c(NC(=O)c4ccccc4)ncnc32)[C@H](O)[C@@H]1O)NCCCN1CCCC1=O`?
MPTP block: -1.9

How did OC(Cc1ccccc1Br)c1ncc(-c2ccc(Cl)cc2)[nH]1 (stereo unspecified) do in these assays?
MPTP block: 4.0

Gathered by group, the entries above containing an NH in an aromatic ring.
Results for CCc1ccc(C(O)c2ncc(-c3ccc(Cl)cc3)[nH]2)cc1 (stereo unspecified) ?
MPTP block: 9.7

What do the screens show for `COCCCNC(=O)[C@H](Cc1ccccc1)NC(=O)CC[C@H]1O[C@@H](n2ccc(=O)[nH]c2=O)[C@H](O)[C@@H]1O`?
MPTP block: -0.8

How did OC(Cc1ccccc1Br)c1ncc(-c2ccc(Cl)cc2)[nH]1 (stereo unspecified) do in these assays?
MPTP block: 4.0

The list continues.
Results for S=c1[nH]nc2ccc3ccccc3n12 ?
MPTP block: -0.1

Results for Cc1cccc(C)c1-n1nnnc1C1(C)CCC(=O)N1CCc1ccccc1F (stereo unspecified) ?
MPTP block: 0.7

What do the screens show for `Cc1cnc(C=O)c2cccc([N+](=O)[O-])c12`?
MPTP block: 0.6

Results for Cc1ccc(CNC(=O)Nc2nnc([C@H]3C[C@H](O)[C@@H](CO)O3)s2)cc1 ?
MPTP block: 0.6

What do the screens show for `CC1(C)CC(=O)C2=C(C1)OC1=C(C(=O)CC(C)(C)C1)C2c1ccccc1Cl`?
MPTP block: -1.0

Results for CN(C)CCNc1nc(Oc2cccc(F)c2)c2sccc2n1 ?
MPTP block: 0.1

Results for CO[C@@H]1CN(C)C(=O)c2ccc(NC(C)=O)cc2OC[C@@H](C)N(C(=O)NC2CCCCC2)C[C@H]1C ?
MPTP block: 0.7

What do the screens show for `CC(C)(C)NC(=O)C(c1ccccc1F)n1c(=O)c(-c2ccco2)nc2ccccc21` (stereo unspecified)?
MPTP block: -1.2

What do the screens show for `CC(=O)c1ccc(OC2(C)CCN(Cc3ccc(OC(F)(F)F)cc3)C2)cc1` (stereo unspecified)?
MPTP block: 0.8

What do the screens show for `O=C(Nc1c(-c2ccc3c(c2)OCO3)[nH][nH]c1=O)c1cnccn1`?
MPTP block: -0.3

Results for COc1cccc(C(C)(O)c2nc(-c3cccs3)cs2)c1 (stereo unspecified) ?
MPTP block: 1.6

Results for C[C@H](CO)N1C[C@H](C)[C@@H](CN(C)S(=O)(=O)c2ccccc2)OCc2cn(nn2)CCCC1=O ?
MPTP block: -1.6

What do the screens show for `CO[C@H]1CN(C)C(=O)c2ccc(NC(=O)C3CCC3)cc2OC[C@H](C)N(Cc2ccccn2)C[C@@H]1C`?
MPTP block: 3.5

What do the screens show for `CC(C)COC(=O)N(C)C[C@H]1OCc2cn(nn2)CCCC(=O)N([C@H](C)CO)C[C@@H]1C`?
MPTP block: 0.1

How did COc1ccccc1-c1cc(NC(C)=O)c2ncc(-c3ccc(F)cc3)n2c1 do in these assays?
MPTP block: 1.1

Results for COc1ccc(C(C(=O)Nc2c(C)cccc2C)n2c(=O)c(-c3ccccc3)nc3ccccc32)cc1 (stereo unspecified) ?
MPTP block: 1.6

Results for CCOC(=O)[C@]12CCCC=C1N(CCc1ccc(OC)c(OC)c1)C(=O)[C@H](CC(=O)N1CCSCC1)C2 ?
MPTP block: -1.1

How did Cc1cccc(-c2ccc([N+](=O)[O-])cc2CN2CCN(c3ncc(Cc4ccccc4)cn3)CC2)c1 do in these assays?
MPTP block: 9.1

Results for COc1ccc(C(C)(O)c2nc(-c3ccc(Cl)cc3)cs2)cc1 (stereo unspecified) ?
MPTP block: 1.5

What do the screens show for `Cc1cc(F)ccc1C(O)c1ncc(-c2cccc3ccccc23)[nH]1` (stereo unspecified)?
MPTP block: 0.8

What do the screens show for `Cn1c(SCC(=O)NC2CCCCC2)nnc1C(F)(F)F`?
MPTP block: -1.5

What do the screens show for `CC(C)(C)OC(=O)NCCc1onc(-c2ccccc2F)c1C(=O)O`?
MPTP block: 0.8

How did Cc1c(-c2ccc(OCCN3CCCCC3)cc2)c(=O)oc2ccc3ccccc3c12 do in these assays?
MPTP block: -0.2

Results for COc1ccc(S(=O)(=O)N2CCCOC2CNC(=O)C(=O)NCc2ccccc2C)cc1 (stereo unspecified) ?
MPTP block: -2.3

Results for Cc1ccc2c(=O)n3c(nc2c1)C(Cc1ccccc1)NC(=O)c1cc2ccccc2cc1-3 (stereo unspecified) ?
MPTP block: 0.0

What do the screens show for `CC(O)(c1cccc(F)c1)c1nc(-c2ccc(S(C)(=O)=O)cc2)cs1` (stereo unspecified)?
MPTP block: 0.9

What do the screens show for `CC(=O)c1cccc(-c2cnc3c(NC=O)cc(-c4ccccc4Oc4ccccc4)cn23)c1`?
MPTP block: 0.0

How did Cc1cc(C(O)c2ncc(-c3ccccc3Cl)[nH]2)ccc1F (stereo unspecified) do in these assays?
MPTP block: 2.4

How did COCOCCn1cc(CN2CCS(=O)(=O)N(Cc3ccc(-c4ccc(Cl)c(Cl)c4)cc3)C(C)C2=O)nn1 (stereo unspecified) do in these assays?
MPTP block: -2.6

Results for CC(C)[C@H](NC(=O)c1ccccc1F)C(=O)Nc1cccc(S(=O)(=O)N2CCOCC2)c1 ?
MPTP block: 0.2

How did O=[N+]([O-])c1ccc2c(c1)CO[C@@]21O[C@H](CCO)C[C@H](O)[C@H]1O do in these assays?
MPTP block: -0.3

Results for O=C(NCc1ccccc1)c1ccc([N+](=O)[O-])cc1 ?
MPTP block: 0.0

What do the screens show for `CC1(C(=O)NS(=O)(=O)c2ccc(Br)cc2)CCN1C(=O)Cc1ccsc1` (stereo unspecified)?
MPTP block: 0.1

What do the screens show for `CC(C)[C@H](NC(=O)OC(C)(C)C)c1cc(C(=O)NC2CC2)c(N)s1`?
MPTP block: -0.4

How did Cc1noc(C)c1S(=O)(=O)N(C)C[C@H]1OCCCC[C@@H](C)Oc2ccc(NC(=O)CCCN(C)C)cc2C(=O)N([C@H](C)CO)C[C@@H]1C do in these assays?
MPTP block: -0.4

How did CCCC(=O)N1CCCC(c2cc(C(=O)Nc3ccc4c(c3)OCO4)no2)C1 (stereo unspecified) do in these assays?
MPTP block: 1.4

How did COc1ccccc1C(=O)Nc1nnc([C@@H]2C[C@H](O)[C@@H](CO)O2)s1 do in these assays?
MPTP block: -0.8

What do the screens show for `CCCc1ccc(C(O)c2ncc(-c3cccc(OC)c3)[nH]2)cc1` (stereo unspecified)?
MPTP block: 2.3

Results for C[C@@H]1CN([C@@H](C)CO)C(=O)CCCn2cc(nn2)CO[C@H]1CN(C)S(=O)(=O)c1cccc(F)c1 ?
MPTP block: -0.4

Results for CCOc1cccc(-c2cc(NCCc3ccccn3)n3nccc3n2)c1 ?
MPTP block: -1.4

What do the screens show for `O=C(NCc1ccccc1)C(CCc1ccccc1)n1c(=O)c(-c2ccccc2)nc2ccccc21` (stereo unspecified)?
MPTP block: 1.7

Results for CC1(C(=O)NS(=O)(=O)c2ccc(Cl)s2)CCN1C(=O)C1(c2ccc(Cl)cc2)CC1 (stereo unspecified) ?
MPTP block: 0.9

What do the screens show for `COCCNC(=O)C1(C)CCCN(C(=O)c2cccc(OC(F)(F)F)c2)C1` (stereo unspecified)?
MPTP block: -1.5

Results for CCCCCC(=O)N1C[C@@H](n2cc(-c3ccc(F)cc3)nn2)[C@H](O)C[C@@H]1c1ccccc1 ?
MPTP block: 1.1

How did O=C(NC(c1ccccc1)c1cnccn1)C1CCN(CCOc2ccc(Cl)cc2Cl)CC1 (stereo unspecified) do in these assays?
MPTP block: 0.8

Results for CC(=O)OC[C@@H]1CN(Cc2ccccc2)C[C@H](n2ccc3c(N)ncnc32)O1 ?
MPTP block: 0.1

How did CCOC(=O)C1=CC[C@@H](c2ccccc2)N(S(=O)(=O)c2ccc(C)cc2)[C@H]1C#N do in these assays?
MPTP block: -1.9

What do the screens show for `COC(=O)CCCn1cc(CN2CC(N3CCCCC3)CS2(=O)=O)nn1` (stereo unspecified)?
MPTP block: 0.4

How did COC(=O)C1=C(O)/C(=C/c2ccc(OCC(=O)Nc3ccc(OC)cc3)cc2)N=C1C do in these assays?
MPTP block: -0.5

What do the screens show for `Cc1cccc(S(=O)(=O)NC(=O)C2(C)CCN2C(=O)C2(c3ccc(Cl)cc3)CCC2)c1` (stereo unspecified)?
MPTP block: -0.1

The closing 2 records of the part above lead into the next:
How did COC(=O)C1=C(O)/C(=C/c2ccc(OCC(=O)Nc3ccc(OC)cc3)cc2)N=C1C do in these assays?
MPTP block: -0.5

What do the screens show for `Cc1cccc(S(=O)(=O)NC(=O)C2(C)CCN2C(=O)C2(c3ccc(Cl)cc3)CCC2)c1` (stereo unspecified)?
MPTP block: -0.1

Results for CC1=C(C(=O)N(C(C)C)C(C)C)CC(CC(=O)NCCc2ccccn2)C(=O)N1CCCN1CCCC1=O (stereo unspecified) ?
MPTP block: -0.5

Results for CN(CC(=O)Nc1ccc(Cl)c(C(F)(F)F)c1)S(=O)(=O)c1cnc[nH]1 ?
MPTP block: 1.2

Results for COC(=O)[C@]12CCCCC=C1N(Cc1ccco1)C(=O)[C@H](CC(=O)N1CCSCC1)C2 ?
MPTP block: -0.1

How did CC1=C(C(=O)N(C(C)C)C(C)C)CC(CC(=O)NC2CC2)C(=O)N1Cc1ccc(C(C)(C)C)cc1 (stereo unspecified) do in these assays?
MPTP block: -0.8

What do the screens show for `CC(C)CC(N)c1csc(Nc2cc(Oc3ccccc3)ncn2)n1` (stereo unspecified)?
MPTP block: 3.4

What do the screens show for `O=C(c1cccs1)N1C[C@@H](O)[C@H](n2cc(C3CC3)nn2)C[C@@H]1c1ccccc1`?
MPTP block: 0.0

Results for COc1ccc(-c2nc3ccc(Cl)cn3c2Cc2cccc(F)c2)cc1OC ?
MPTP block: 1.0

Results for CC1(C)CC(Cc2ccccc2C(F)(F)F)N(C(=O)OC(C)(C)C)C1 (stereo unspecified) ?
MPTP block: -1.0

How did C[C@H](CO)N1C[C@H](C)[C@H](CN(C)Cc2ccc(C(=O)O)cc2)OCc2ccccc2-c2c(n(C)c3ccccc23)C1=O do in these assays?
MPTP block: -2.3

What do the screens show for `Cn1cc(C=CC(=O)O)c2nccnc21`?
MPTP block: -0.8

The closing 4 compounds of the part before are carried over, then new ones follow.
Results for COc1ccc(-c2nc3ccc(Cl)cn3c2Cc2cccc(F)c2)cc1OC ?
MPTP block: 1.0

Results for CC1(C)CC(Cc2ccccc2C(F)(F)F)N(C(=O)OC(C)(C)C)C1 (stereo unspecified) ?
MPTP block: -1.0

How did C[C@H](CO)N1C[C@H](C)[C@H](CN(C)Cc2ccc(C(=O)O)cc2)OCc2ccccc2-c2c(n(C)c3ccccc23)C1=O do in these assays?
MPTP block: -2.3

What do the screens show for `Cn1cc(C=CC(=O)O)c2nccnc21`?
MPTP block: -0.8

How did CCc1cccc(CC)c1N1C(=O)C2=C(SCCCS2)C1=O do in these assays?
MPTP block: 0.2

Results for CC1(C)N=C(N)N=C(N)N1c1ccc(OCC(=O)N2CCOCC2)cc1 ?
MPTP block: -0.2

Results for CC1(C(=O)NS(=O)(=O)c2ccc(F)cc2F)CCN1C(=O)C/C=C/c1ccccc1 (stereo unspecified) ?
MPTP block: 0.1

Results for CCCCNC(=O)c1nc(-c2cnccn2)oc1-c1ccc(Cl)cc1 ?
MPTP block: 1.4

Results for O=C(Nc1ccc(N2CCOCC2)cc1)c1csc(COCCO)n1 ?
MPTP block: -1.5

Not all compounds are listed; rates above refer to the full screens.
